Screens (PubChem BioAssay)
D1 potentiator – human D1 dopamine receptor positive modulation; P21728; HEK293 TREx D1 cells, calcium flux, dopamine EC20 potentiation; 360,000 compounds, 0.036% hits; potentiation, % at 10 µM; in the data active = potentiation above about 30%; also: 0% is about no effect
D2 PAM – D2 dopamine receptor (human) potentiation; 340,000 compounds, 0.34% hits; P14416; HEK293 T-REx D2, calcium flux, EC20 dopamine potentiation; potentiation, % at 10 µM; AID 485347;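 active = potentiation over 3 SD above the plate norm, cut at about 30% in these data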; also: 0% is about no effect
Target sequence (P14416 whole entry, looked up): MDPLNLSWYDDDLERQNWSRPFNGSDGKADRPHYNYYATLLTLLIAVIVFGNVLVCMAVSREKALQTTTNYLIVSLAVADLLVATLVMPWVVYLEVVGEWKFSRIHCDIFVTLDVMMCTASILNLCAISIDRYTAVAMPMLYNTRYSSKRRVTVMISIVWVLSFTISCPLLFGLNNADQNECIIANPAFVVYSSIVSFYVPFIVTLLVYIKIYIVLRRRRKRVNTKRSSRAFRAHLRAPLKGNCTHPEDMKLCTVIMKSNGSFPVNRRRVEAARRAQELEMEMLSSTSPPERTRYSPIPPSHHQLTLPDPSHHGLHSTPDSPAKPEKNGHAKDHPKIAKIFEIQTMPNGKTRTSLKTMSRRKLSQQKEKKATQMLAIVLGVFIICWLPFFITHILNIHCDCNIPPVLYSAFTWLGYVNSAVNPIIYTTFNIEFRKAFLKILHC
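Calcium flux readout, no-wash dye, 1 read/s. Inducible HEK293 Trex D2 line, overnight 30 C. Compound alone 180 s (agonist flags), then EC20 dopamine, another 180 s to score potentiation.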
Vif-APOBEC3F blk – blocks the Vif interaction with APOBEC3F; Potency, µM (doses to about 46.1 µM), for the others: at the top dose activity, negative = active; HeLa A3F-eYFP + Vif (tagged APOBEC3F with the HIV-1 protein that degrades it), YFP fluorescence increase; 390,000 compounds, 0.2% hits; also: potency is read from the fitted curve at half-maximal effect; % of control where 0% means no effect; nearly all actives have a fitted effect of over 65% in size
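HeLa cells stably expressing A3F-eYFP plus Vif, plated and incubated overnight at 37 deg C, then exposed to compounds overnight at 37 deg C. Blocked degradation read as raised yellow fluorescence (Ex 488/Em 500-530).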
Glioma ERSR ind – induces the endoplasmic reticulum stress response in human glioma cells; 420,000 compounds, 0.02% hits; U87-MG GRP78 promoter luciferase reporter, 16 h; AID 602332; Potency, µM, inactives show top-dose activation, most hits filed as activators; also: potency is read from the fitted curve at half-maximal effect; series mostly up to about 76 µM; % of control where 0% means no effect; nearly all actives have a fitted effect of over 35% in size
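Stably transfected U87-MG human glioma cells carrying a GRP78-based luminescent sensor were seeded at 1000 cells/well, pin-dosed with compounds and incubated 16 h. Luciferase reagent was then added, and end-point luminescence was read after 10 min at room temperature.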
D1 antag – antagonists of human D1 dopamine receptor. 360,000 compounds, 3.2% hits. activity change, negative = inhibition, % at 10 µM. HEK293 TREx D1 cells, calcium flux, dopamine EC80; active compounds read low. AID 504652; in the data active = activity change below about -30%; also: % is scaled to controls: 0 for no effect and ±100 for the full control effect
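Cells carrying a force-coupled, tetracycline-inducible human D1 receptor report calcium flux. Each well gets a 10 s baseline, compound with 180 s monitoring, then an EC80 dopamine stimulus with a second 180 s kinetic read.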
D1 ag – human D1 receptor agonism. P21728. HEK293 T-REx D1 cells, calcium flux, agonist mode. activation, % at 2 µM. 360,000 compounds, 1% hits. AID 504660; in the data active = activation above about 30%; also: 0% is about no effect
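Agonism was scored from calcium flux recorded over 180 s (1 read/s) after pintool compound addition, following a 10-cycle baseline. Cells were inducible force-coupled HEK293 TREx D1, plated overnight at 30 C and loaded with no-wash calcium dye.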
Vif-APOBEC3G blk – inhibitors of Vif-APOBEC3G interaction. HeLa A3G-eYFP + Vif (tagged APOBEC3G with the HIV-1 protein that degrades it), YFP fluorescence, overnight. Potency, µM (top dose mostly 46.1 µM), for inactives: top-dose activity, negative = active, most hits filed as inhibitors. 410,000 compounds, 0.076% hits. Q9HC16;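 also: potency is read from the fitted curve at half-maximal effect; % is scaled to controls: 0 for no effect and ±100 for the full control effect; nearly all actives have a fitted effect of over 60% in size; hits raise eYFP signal because A3G escapes Vif-driven loss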
Target sequence (Q9HC16 whole entry, looked up): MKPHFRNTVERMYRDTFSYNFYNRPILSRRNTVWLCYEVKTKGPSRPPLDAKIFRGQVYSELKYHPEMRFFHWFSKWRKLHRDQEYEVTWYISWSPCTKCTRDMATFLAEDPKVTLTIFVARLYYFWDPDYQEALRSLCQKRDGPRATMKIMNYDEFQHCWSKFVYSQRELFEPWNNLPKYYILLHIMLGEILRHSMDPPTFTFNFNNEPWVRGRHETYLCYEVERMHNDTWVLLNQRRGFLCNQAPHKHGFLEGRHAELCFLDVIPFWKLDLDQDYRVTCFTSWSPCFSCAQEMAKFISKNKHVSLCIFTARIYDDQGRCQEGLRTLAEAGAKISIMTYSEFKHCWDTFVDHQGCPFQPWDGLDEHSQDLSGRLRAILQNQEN
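HeLa cells stably expressing Vif and C-terminally eYFP-tagged A3G, seeded overnight at 37 deg C, then exposed to compound by pintool overnight at 37 deg C. Rise in yellow fluorescence (Ex 488/Em 500-530, Acumen) marks blocked Vif-driven A3G degradation.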
RXFP1 agonist – RXFP1 (human) receptor agonism | Q9HBX9 | HEK293T-RXFP1 cAMP TR-FRET, 30 min; response scale: percent of porcine relaxin response, buffer zero | Potency, µM (highest dose often 57.5 µM), for the others: at the top dose activation, usual class: activators | 370,000 compounds, 0.3% hits; also: potency is read from the fitted curve at half-maximal effect; % is scaled to controls: 0 for no effect and ±100 for the full control effect; nearly all actives have a fitted effect of over 60% in size; many of its hits are not listed in these tables
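HEK293T cells stably expressing RXFP1 were pretreated with the PDE4 inhibitor Ro 20174, exposed to compounds for 30 min at 37C, lysed, and cAMP was read by TR-FRET. Data normalized to buffer (basal) and 29 nM porcine relaxin (100%).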
RXFP1 antag – RXFP1 (human) relaxin receptor antagonism | Q9HBX9 | HEK293-RXFP1, relaxin-stimulated cAMP HTRF, 30 min; active compounds read low | 350,000 compounds, 0.59% hits | AID 1259400 | activity change, negative = inhibition, % at 57.5 µM;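 active = activity change of -60% or lower, but not beyond a set lower limit; inconclusive = change between -60% and -40%, or beyond the set limit; inactive = change above -40%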; also: % is scaled to controls: 0 for no effect and ±100 for the full control effect
* marks the source's active call; other numbers are inactive results; u = inconclusive; x = not tested or not shown. Unless noted, calls follow the shape of the dose curve; as a rule, active = well fitted curve in the direction sought with a large enough effect; inconclusive = small, poorly fitted or top-dose-only effect, or another doubt; inactive = no such curve, though single readings can be large; an effect the other way counts as inactive or inconclusive. This is a subset; rates above refer to the full screens.

SMILES	D1 potentiator	D2 PAM	Vif-APOBEC3F blk	Glioma ERSR ind	D1 antag	D1 ag	Vif-APOBEC3G blk	RXFP1 agonist	RXFP1 antag
COc1ccc(Nc2nc3c(S(=O)(=O)c4ccccc4)nnn3c3ccc(Cl)cc23)c(OC)c1	1.2	0.4	1.0%	-3.7%	3.1	0.9	-4.5%	-0.8%	-6.3
Cc1ccc(C)c(C(=O)NC(C)CCc2ccccc2)c1 (stereo not given)	-4.7	-3.2	0.1%	2.0%	-0.1	2.1	2.0%	0.3%	-3.8
CC(C)(C)NC(=O)CSc1ccc(S(=O)(=O)N2CCOCC2)cn1	-3.0	8.7	5.0%	0.9%	-22.9	4.3	-2.3%	0.9%	-4.3
CCn1nc2cc(C(=O)NCCc3cccs3)ccc2c1OC	3.0	x	1.9%	-9.3%	1.8	4.3	3.5%	3.1%	x
Cc1ccc(C(=O)Cc2nc3ccccc3[nH]2)cc1	-0.8	11.5	9.0%	u	-9.7	2.8	-5.6%	2.7%	6.0
Cc1ccc(C(=O)OCC(=O)Nc2cc(C(C)(C)C)no2)c(C)c1	7.3	19.1	-14.6%	-9.3%	-13.7	5.3	-10.1%	-0.3%	-11.8
O=C(NCCOc1ccccc1)c1cc([N+](=O)[O-])ccc1N1CCOCC1	-4.5	-13.7	0.1%	-6.0%	-17.8	1.9	u	-1.7%	-4.6
Cc1csc(=O)n1CCC(=O)OCc1nnc(-c2ccc(Cl)cc2)o1	-8.0	x	-7.9%	4.9%	-29.7	4.9	1.2%	1.6%	17.5
Cc1ccc(-c2noc(CCC(=O)Nc3cccc(C#N)c3)n2)cc1	-4.4	8.0	-1.5%	-1.2%	-15.7	8.7	-0.6%	-0.8%	-13.3
COCc1cc(C)nc2sc3c(=O)n(-c4cccc5ccccc45)nnc3c12	-3.5	x	-12.3%	-3.2%	-10.7	0.1	-0.3%	1.1%	14.2
Cc1cc(C)n2c(Br)c(CSc3nc4ccccc4s3)nc2n1	-7.5	3.4	2.4%	3.9%	7.0	0.9	-1.6%	2.7%	-5.7
O/N=C(\c1ccc(Cl)cc1Cl)c1ncc(C(F)(F)F)cc1Cl	-3.0	3.0	-17.6%	-5.9%	-4.6	23.4	-11.2%	0.5%	u
CCCCN(CCCC)CC1OCc2ccccc2CO1	-4.8	-2.9	-20.1%	-5.7%	-20.5	3.7	2.4%	2.1%	-2.0
Cc1ccc(C)c(-n2sc3ccc(F)cc3c2=O)c1	-1.9	-0.1	0.5%	-10.6%	-7.6	10.9	-7.4%	-1.4%	x
CCCc1nnc(SCc2ccc(C(=O)OC)o2)n1N	-2.3	16.3	-1.7%	-4.5%	1.3	2.5	0.5%	0.8%	0.7
COc1cc(OC)cc(C(=O)N[C@H](C(=O)OCC(=O)Nc2ccc3c(c2)OCO3)C(C)C)c1	x	x	0.9%	2.7%	x	x	2.9%	x	2.6
Cc1onc(-c2c(Cl)cccc2Cl)c1C(=O)Nc1ccc(C(N)=O)cc1	-7.3	6.8	-0.9%	-3.5%	8.7	1.1	2.1%	1.5%	-18.0
O=C(Nc1ccccc1)C1=C[C@H](c2coc3ccccc3c2=O)C[C@H](OCCCCO)O1	0.8	2.8	5.2%	-4.8%	19.4	-1.1	-10.7%	0.7%	x
COC(=O)c1ccccc1NC(=O)Cn1cnc2ccc(S(=O)(=O)N3CCC(C)CC3)cc2c1=O	-2.5	2.3	4.1%	-3.7%	6.4	0.7	1.9%	2.5%	1.2
Cc1ccc(C(=O)NNC(=S)NC(=O)c2ccc(Cl)cc2)cc1	x	x	-2.7%	u	x	x	2.8%	0.4%	6.1

By substructure: those above containing an aryl thioether with sulfur outside any ring.
SMILES	D1 potentiator	D2 PAM	Vif-APOBEC3F blk	Glioma ERSR ind	D1 antag	D1 ag	Vif-APOBEC3G blk	RXFP1 agonist	RXFP1 antag
CC(C)(C)NC(=O)CSc1ccc(S(=O)(=O)N2CCOCC2)cn1	-3.0	8.7	5.0%	0.9%	-22.9	4.3	-2.3%	0.9%	-4.3
Cc1cc(C)n2c(Br)c(CSc3nc4ccccc4s3)nc2n1	-7.5	3.4	2.4%	3.9%	7.0	0.9	-1.6%	2.7%	-5.7
CCCc1nnc(SCc2ccc(C(=O)OC)o2)n1N	-2.3	16.3	-1.7%	-4.5%	1.3	2.5	0.5%	0.8%	0.7

Carrying on:
SMILES	D1 potentiator	D2 PAM	Vif-APOBEC3F blk	Glioma ERSR ind	D1 antag	D1 ag	Vif-APOBEC3G blk	RXFP1 agonist	RXFP1 antag
CC1=CC(C)C(COC(=O)CN2CCCCC2)C(C)C1 (stereo not given)	-5.2	-11.9	9.6%	-4.3%	3.4	1.1	0.1%	-0.5%	0.9
CC1Cc2ccccc2N1C(=S)Nc1ccc(S(N)(=O)=O)cc1 (stereo not given)	-4.2	9.3	-1.3%	-5.2%	5.1	2.7	1.2%	2.9%	0.8
O=C(C1CC1)N1CCC(c2nc(-c3ccc(S(=O)(=O)NCC4CCCO4)cc3)no2)CC1 (stereo not given)	-2.5	-4.3	1.0%	0.5%	-9.6	7.5	6.0%	2.7%	-20.3
COc1ccc([C@H]2CC(=O)C=C(/C=C/Cc3ccccc3)C2)cc1	0.9	1.5	2.7%	u	-6.7	1.3	-22.9%	-0.6%	x
Cc1cc(C)c(S(=O)(=O)c2ccc(Cl)cc2)c(Cl)n1	-2.2	10.3	6.9%	-3.1%	-1.5	0.9	0.2%	-0.2%	-7.1
C/C(=N\NC(=S)NCCc1ccccc1)c1ccc(C#N)cc1	-2.2	-5.4	1.5%	-2.2%	-10.3	4.8	2.2%	0.1%	-7.1
COCCn1c(=O)[nH]c(=O)c2cc(C(=O)c3cc(OC)ccc3O)cnc21	-1.1	-0.3	4.7%	2.3%	12.3	-0.5	-0.4%	8.4%	1.2
Cc1c(Cl)cccc1Nc1nc(N)nc(CSc2ncccn2)n1	-1.9	-3.0	-0.1%	9.8%	3.6	-0.3	-3.1%	1.8%	-9.6
CC(C)C(=O)OCc1cc(=O)n2nc(C3CC3)sc2n1	-0.8	-7.4	1.5%	1.8%	-5.7	3.7	5.1%	9.9%	x
O=C1CSC(=S)N1/N=C/c1ccc(O)c(O)c1O	0.5	-5.2	-7.1%	-7.1%	-13.6	2.1	-1.9%	-2.0%	14.2
O=[N+]([O-])c1ccc(NC(=S)N2CCN(c3ccccc3)CC2)cc1	-9.6	-10.0	16.3%	1.8%	-40.4*	9.3	1.1%	-0.4%	2.0
COc1ccc(C2CC(c3ccc(F)cc3)Nc3nc(N)nn32)cc1OC (stereo not given)	0.9	2.1	-5.2%	-4.3%	-7.7	3.8	0.7%	-0.6%	-0.9
Cc1ccc(S(=O)(=O)C2(C(=O)Nc3ccc(Cl)c(C(F)(F)F)c3)CC2)cc1	0.1	-3.8	-6.0%	2.0%	0.4	2.9	-1.7%	0.9%	-17.2
COCCn1c(Cc2ccccc2)nnc1SCC(=O)NC1CCCCC1	x	-3.8	0.3%	-2.7%	9.6	3.9	5.5%	1.0%	-19.0
O=c1oc2ccccc2c(NC2CCCCC2)c1NS(=O)(=O)c1ccc(Br)cc1	2.1	-4.1	0.7%	-8.0%	0.5	2.0	1.2%	0.4%	-23.1
COc1ccc(-c2cc(-c3ccc(F)cc3)nc3c2COc2ccccc2-3)cc1	-4.2	1.2	0.3%	0.1%	10.1	-0.5	-1.2%	0.6%	x
Cc1cc(NC(=O)c2cc3nc4c(c(C(F)(F)F)n3n2)CCc2ccccc2-4)no1	-0.3	19.4	x	x	-20.6	1.8	x	2.3%	x
COc1ccc(C(=O)CC(c2ccccc2)S(=O)(=O)c2ccc(C)cc2)cc1 (stereo not given)	1.4	-5.6	x	x	-16.4	-0.2	x	0.8%	x
O=P(c1ccc2c(c1)OCCO2)(N1CCOCC1)N1CCOCC1	-1.4	2.5	x	0.0%	-12.4	2.2	2.1%	0.4%	-0.6
CCC(CC)NC(=O)COC(=O)CCC(=O)c1cccs1	-4.5	x	0.0%	0.6%	-6.1	-0.9	0.3%	0.0%	2.7
Cc1ccc(-c2cc(C(=O)N3CC(C)OC(C)C3)c3ccccc3n2)o1 (stereo not given)	-2.5	6.0	-3.0%	2.3%	1.8	4.1	-8.8%	21.9%	-2.1
COc1ccc(C)cc1NC(=O)N1CCC(CN2CCC(C)CC2)CC1	-2.7	-0.4	3.5%	0.8%	-13.7	-0.1	-0.5%	2.5%	-7.8
O=C(COC(=O)CCC(=O)c1ccccc1)NNC(=O)c1ccc(Cl)cc1	1.1	2.2	3.7%	-3.5%	9.9	0.4	1.0%	0.6%	-11.2
O=S(=O)(Nc1cccc2nsnc12)c1ccccc1	4.2	-0.4	-8.6%	-3.3%	0.0	4.4	-0.2%	0.7%	0.4
COc1ccccc1NC(=S)NCc1ccc(S(N)(=O)=O)cc1	0.7	1.5	9.4%	-2.7%	3.4	4.4	2.3%	1.9%	5.3
CN1CCN(C(=O)C2=C[C@H](c3coc4ccccc4c3=O)C[C@H](OCCCCO)O2)CC1	1.5	1.4	0.1%	-0.5%	-16.6	-4.8	5.5%	2.0%	x
COc1cc2nc(C3CCC3)n(NC(=O)C3CCC3)c(=O)c2cc1OC	0.1	-1.4	-3.6%	-7.6%	8.4	2.1	-7.3%	-0.3%	-5.5
Cc1cc(/C=N/NC(=O)c2ccsc2)c(C)n1-c1cnccn1	-6.4	-6.4	-10.3%	-3.8%	1.1	2.9	0.0%	-2.9%	10.7
O=C(O)CCC(=O)N1CCN(Cc2ccc3c(c2)OCO3)CC1	1.5	6.8	-16.7%	-2.5%	9.4	0.2	-5.2%	-0.3%	4.5
O=C(NNc1nc(N2CCOCC2)nc(N2CCOCC2)n1)c1ccccc1	x	x	0.6%	-2.1%	x	x	1.9%	x	-8.1
Clc1cccc(CSc2ccc(-c3ccco3)nn2)c1	2.7	-10.5	12.1%	6.2%	12.9	-0.8	-14.7%	5.4%	-11.9
CCN1CCN(C(c2ccccc2OC)c2nnnn2C2CCCCC2)CC1 (stereo not given)	-3.8	9.9	2.1%	-4.5%	-1.0	2.4	-0.7%	-0.2%	-6.0
